Assay outcomes (PubChem)
FLuc modulator: qHTS profiling assay for firefly luciferase inhibitor/activator using purifed enzyme and Km concentrations of substrates (counterscreen for miR-21 project) | Luciferin 4-monooxygenase (Photinus pyralis), P08659 | purified FLuc, Km substrates, luminescence inhibition | Potency, µM (series often up to 57.5 µM), for the others: at the top dose activity change, negative = inhibition, hits mostly inhibitors | actives 6.9% (n = 360,000) | AID 588342, 2011;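 note: plate controls were vehicle for no effect and reference inhibitor for full effect; nearly all actives have a fitted effect of over 55% in size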
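Purified P. pyralis luciferase (10nM final) with 10uM D-luciferin and 10uM ATP (Km levels) in 50mM Tris acetate pH 7.5, 10mM Mg acetate, 0.01% Tween-20, 0.05% BSA; qHTS 6-point titration, ~60 µM downward; luminescence read.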
MLL CXXC-DNA inh: qHTS Fluorescence Polarization Assay for Inhibitors of MLL CXXC domain - DNA interaction | Histone-lysine N-methyltransferase 2A (Homo sapiens), Q03164 | MLL-CXXC / FITC-HOXA9 DNA fluorescence polarization | Potency, µM (doses to about 115 µM), for the others: at the top dose activity change, negative = inhibition, usual class: inhibitors | actives 0.037% (n = 290,000); active = well fitted inhibition curve with a large enough effect in the polarisation, with a control signal flat, not every such curve was filed as active; inconclusive = small, poorly fitted or top-dose-only effect, or effect the other way, or a change in a side signal; inactive = no such curve, though single readings can be large or run the other way; the % refers to the polarisation
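Purified MLL-CXXC (added from a 7 uM solution) was preincubated 5 min at ambient with pinned compounds in 50 mM Tris-HCl pH 7.5, 50 mM NaCl, 1 mM DTT, 0.05% BSA. Fluorescein-labeled HOX-A9 DNA (50 nM solution) followed, 30 min, then polarization read.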
VP16 counter: VP16 counterscreen qHTS for inhibitors of ROR gamma transcriptional activity; Drosophila S2 Gal4-VP16 UAS-luciferase, luminescence, 20 h; actives 3.5% (n = 310,000); Potency, µM (titrated, usually from 53.6 µM), without a hit: at the top dose activity, negative = inhibition, most hits filed as inhibitors; AID 2546, 2010;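 note: Gal4-VP16 expression switched on by copper sulfate through the metallothionein promoter; % is set by controls: 0 for no effect and ±100 for the full control effect; nearly all actives have a fitted effect of over 50% in size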
Rab9 promoter act: qHTS Assay for Rab9 Promoter Activators; Huh7 Rab9 promoter-luciferase reporter, luminescence, 24 h; Potency, µM (titrated, usually from 9.22 µM), inactives show at the top dose activation, negative = inhibition, most hits filed as activators; actives 2.8% (n = 320,000); AID 485297, 2010; note: % of control where 0% means no effect; nearly all actives have a fitted effect of over 60% in size
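Measured in stably transfected Huh7 cells bearing a Rab9 promoter–luciferase construct: 24 h compound treatment at 37 °C, followed by luminescence detection.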
p53 reactivator: qHTS assay for re-activators of p53 using a Luc reporter; Potency, µM (titrated, usually from 92.2 µM), for the others: at the top dose activity change, positive = activation, most hits filed as activators; H1299 p53-A138V BP100-luciferase reporter, luminescence, 24 h; actives 0.063% (n = 320,000); AID 504706, 2011; note: % of control where 0% means no effect; nearly all actives have a fitted effect of over 45% in size
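H1299 (p53-null), stable ts p53-A138V + BP100-Luc; 1000 cells/well, Opti-MEM/10% FBS; cpd 4 pt, 1:5; 24 h, 37 deg C, 5% CO2; detection reagent 10 min RT; luminescence.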
BRCA1 expr act: qHTS Assay to Identify Small Molecule Activators of BRCA1 Expression; actives 1.1% (n = 380,000); MCF7-BRCA1-FFLuc reporter, luminescence, 48 h; response scale: scaled: vehicle 0%, 10 µM genistein 100%; Potency, µM (series often up to 46.1 µM), without a hit: at the highest dose activation, actives largely listed as activators; note: nearly all actives have a fitted effect of over 80% in size; some results filed as inactive show a strong effect at the top dose
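MCF7 cells carrying a BRCA1-firefly luciferase reporter (2000 cells/well, phenol-red free MEM) were attached for 2 h at 37 °C, then given compounds for 48 h. Luminescence was read 15 min after luciferase reagent; activity normalized to genistein (10 microM) and DMSO.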
uPA surface inh: qHTS for Inhibitors of Cell Surface uPA Generation. Potency, µM (doses to about 38.3 µM), for the others: at the highest dose activity change, negative = inhibition, actives largely listed as inhibitors. cell surface uPA generation assay, qHTS. AID 540303, 2011. actives 0.31% (n = 330,000); active = well fitted inhibition curve with a large enough effect; inconclusive = small, poorly fitted or top-dose-only effect; inactive = no such curve, though single readings can be large or run the other way; tested in mouse RAW 264.7 cells; note: % is set by controls: 0 for no effect and ±100 for the full control effect; nearly all actives have a fitted effect of over 55% in size
RORg inh: qHTS for inhibitors of ROR gamma transcriptional activity | Nuclear receptor ROR-gamma (Mus musculus), P51450 | Drosophila S2 Gal4-RORgamma UAS-luciferase reporter, 20 h | Potency, µM (top dose mostly 53.6 µM), inactives show at the top dose activity change, negative = inhibition, hits mostly inhibitors | actives 5.4% (n = 310,000) | AID 2551, 2010; note: % is set by controls: 0 for no effect and ±100 for the full control effect; nearly all actives have a fitted effect of over 60% in size
Target sequence (P51450 whole entry, looked up, the tested form may be a part): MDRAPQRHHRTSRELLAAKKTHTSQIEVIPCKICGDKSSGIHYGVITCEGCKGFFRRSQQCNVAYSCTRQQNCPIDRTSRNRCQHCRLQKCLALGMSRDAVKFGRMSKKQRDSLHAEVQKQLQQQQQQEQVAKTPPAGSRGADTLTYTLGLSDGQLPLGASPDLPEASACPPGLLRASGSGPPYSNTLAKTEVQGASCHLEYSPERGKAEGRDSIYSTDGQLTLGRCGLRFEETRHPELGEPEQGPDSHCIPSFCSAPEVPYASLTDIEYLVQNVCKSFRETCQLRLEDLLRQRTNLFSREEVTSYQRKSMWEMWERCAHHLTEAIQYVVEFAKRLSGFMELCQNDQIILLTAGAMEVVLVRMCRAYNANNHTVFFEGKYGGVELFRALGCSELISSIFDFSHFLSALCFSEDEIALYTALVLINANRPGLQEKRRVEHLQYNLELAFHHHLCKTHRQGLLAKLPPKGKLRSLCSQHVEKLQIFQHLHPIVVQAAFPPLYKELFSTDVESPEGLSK
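ROR gamma transcriptional activity was tracked as Gal4-UAS luciferase output in stably transfected Drosophila Schneider cells, with compound added 1 hr before 700 uM copper sulfate induction and a 20 hr ambient-temperature incubation.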
ELG1 genotox: qHTS screen for small molecules that induce genotoxicity in human embryonic kidney (HEK293T) cells expressing luciferase-tagged ELG1. HEK293T ELG1-luciferase reporter, luminescence, 16 h. Potency, µM (highest dose often 46 µM), for the others: top-dose activity change, positive = activation, usual class: activators. actives 1.3% (n = 330,000). AID 504466, 2011; note: % of control where 0% means no effect; nearly all actives have a fitted effect of over 60% in size
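HEK293T cells expressing luciferase-tagged ELG1 were exposed to compound or DMSO vehicle for 16 hr at 37 °C and 5% CO2. Luciferase activity was then measured with ONE-Glo after 30 min at room temperature.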
MBNL1-CUG inh: qHTS Assay for Inhibitors of MBNL1-poly(CUG) RNA binding. Muscleblind-like protein 1 (Homo sapiens), Q9NR56. TR-FRET MBNL1-His/biotin-(CUG)12 binding, 665/545 ratio. Potency, µM (top dose mostly 57.5 µM), inactives show at the top dose activity change, negative = inhibition, most hits filed as inhibitors. actives 0.036% (n = 280,000); active = well fitted inhibition curve with a large enough effect in the signal ratio, with a control signal flat, not every such curve was filed as active; inconclusive = small, poorly fitted or top-dose-only effect, or effect the other way, or a change in a side signal; inactive = no such curve, though single readings can be large or run the other way; the % refers to the signal ratio; note: % is set by controls: 0 for no effect and ±100 for the full control effect
Target sequence (Q9NR56 whole entry, looked up): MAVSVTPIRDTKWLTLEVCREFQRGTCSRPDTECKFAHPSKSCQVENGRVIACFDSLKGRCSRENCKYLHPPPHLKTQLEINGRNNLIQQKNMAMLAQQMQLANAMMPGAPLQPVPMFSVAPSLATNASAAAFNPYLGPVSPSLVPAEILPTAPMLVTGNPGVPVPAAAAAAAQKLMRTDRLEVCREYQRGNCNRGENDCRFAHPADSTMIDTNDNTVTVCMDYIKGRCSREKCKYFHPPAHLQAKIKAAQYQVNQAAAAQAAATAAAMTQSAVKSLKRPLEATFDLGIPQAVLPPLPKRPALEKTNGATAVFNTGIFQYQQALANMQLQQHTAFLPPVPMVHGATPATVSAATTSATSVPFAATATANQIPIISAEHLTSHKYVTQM
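TR-FRET readout: Ex 340 nm, 665/545 nm emission ratio, normalized to buffer-only (basal) and MBNL1-(CUG)12 controls. Complex of MBNL1-His with Biotin-(CUG)12, compounds 92 nM–58 uM, incubated 60 min at room temperature.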
NPC1 prom act: qHTS Assay for NPC1 Promoter Activators; Huh7 NPC1 promoter luciferase reporter, 24 h; Potency, µM (titrated, usually from 9.22 µM), for inactives: at the highest dose activation, hits mostly activators; actives 2.4% (n = 320,000);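 note: % of control where 0% means no effect; nearly all actives have a fitted effect of over 60% in size; reporter is driven by a mutant NPC1 promoter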
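Stably transfected Huh7 (NPC1 promoter→luciferase), 1500 cells/well in Opti-MEM + 10% FBS, 2 h settle, then compound 24 h at 37 °C. Luminescence after 10 min with Amplite reagent.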
Active calls of the source: *; & = joins results of further samples; [ ] = another dose, or the depositor's remark. Unless noted, calls come from the whole dose curve; as a rule, active = well fitted curve in the direction sought with a large enough effect; inconclusive = small, poorly fitted or top-dose-only effect, or another doubt; inactive = no such curve, though single readings can be large; an effect the other way counts as inactive or inconclusive. Potency is the fitted concentration of half-maximal effect. A portion of the library (hit frequency here may not be typical).

O=[N+]([O-])c1ccc(/C=N/n2cnc3ccccc32)s1 was read as FLuc modulator -19%, MLL CXXC-DNA inh 27%, VP16 counter inconclusive, Rab9 promoter act -4%, p53 reactivator -10%, BRCA1 expr act -91%[inhibitor], uPA surface inh -7%, RORg inh -36%, ELG1 genotox -6%, MBNL1-CUG inh inconclusive and NPC1 prom act 11%.
CCOc1cc2sc(N3CCC(C(=O)NCCCN4CCCC4=O)CC3)nc2cc1Br was read as FLuc modulator 15µM*, MLL CXXC-DNA inh 4%, VP16 counter -14%, Rab9 promoter act 1%, p53 reactivator 8%, BRCA1 expr act -24%, uPA surface inh -25%, RORg inh 41%, ELG1 genotox -3%, MBNL1-CUG inh 4% and NPC1 prom act 15%.
`COc1ccccc1CNC(=O)c1ccc(Br)o1` gave FLuc modulator -5%, MLL CXXC-DNA inh -3%, VP16 counter 0%&-1%, Rab9 promoter act -11%, p53 reactivator -2%, BRCA1 expr act 6%, uPA surface inh 8%, RORg inh 34%&3%, ELG1 genotox 3%, MBNL1-CUG inh -16% and NPC1 prom act -2%.
Screening O=C(Nc1ccc2c(c1)OCO2)NC1(C(F)(F)F)Oc2ccccc2O1 returned FLuc modulator 0%, MLL CXXC-DNA inh 14%, VP16 counter 13%, Rab9 promoter act 9%, p53 reactivator inconclusive, BRCA1 expr act 0%[1.84 µM], uPA surface inh -11%, RORg inh inconclusive, ELG1 genotox 18%, MBNL1-CUG inh -2% and NPC1 prom act -3%.
Screening Cc1nn(-c2ccccc2)c(C)c1Cc1ccc(O)cc1 returned FLuc modulator 24µM*, MLL CXXC-DNA inh 9%, VP16 counter 8%, Rab9 promoter act inconclusive, p53 reactivator 13%, BRCA1 expr act 78%, uPA surface inh -23%, RORg inh 33%, ELG1 genotox 3%, MBNL1-CUG inh -3% and NPC1 prom act inconclusive.
COC(=O)c1cc(Cn2nc(C(=O)O)c3ccccc3c2=O)oc1C was read as FLuc modulator 0%, MLL CXXC-DNA inh 9%, VP16 counter -1%, Rab9 promoter act -2%, p53 reactivator 3%, BRCA1 expr act -14%, uPA surface inh -8%, RORg inh -14%, ELG1 genotox -5%, MBNL1-CUG inh -11% and NPC1 prom act -1%.
`COC(=O)CS(=O)(=O)c1ccc2c(c1)CC(=O)N2` gave FLuc modulator 3%, MLL CXXC-DNA inh 2%, VP16 counter 18%, Rab9 promoter act 0%, p53 reactivator 5%, BRCA1 expr act -11%, uPA surface inh 1%, RORg inh 9%, ELG1 genotox 1%, MBNL1-CUG inh 4% and NPC1 prom act -2%.
For O=C(NC1CCS(=O)(=O)C1)c1cc(-c2ccccc2)nc2ccccc12 (stereo not drawn) the results were FLuc modulator -6%, MLL CXXC-DNA inh 8%, VP16 counter 5%, Rab9 promoter act -5%, p53 reactivator 0%, BRCA1 expr act 43%, uPA surface inh -10%, RORg inh 5%, ELG1 genotox -1%, MBNL1-CUG inh 15% and NPC1 prom act -3%.
`CN1CCN(CCCNC(=O)c2cn(C3CCCCC3)c(=O)c3c2c2ccccc2n3C)CC1` gave FLuc modulator 1%, MLL CXXC-DNA inh 0%, VP16 counter 8%, Rab9 promoter act 15%, p53 reactivator 2%, BRCA1 expr act -10%, uPA surface inh -4%, RORg inh -2%, ELG1 genotox 11%, MBNL1-CUG inh -6% and NPC1 prom act 0%.
CCOC(=O)C1CCN(C(=O)COC(=O)c2cc([N+](=O)[O-])ccc2N2CCOCC2)CC1 was read as FLuc modulator 0%, Rab9 promoter act -3%, p53 reactivator 4%, BRCA1 expr act -2%, uPA surface inh -8%, ELG1 genotox -2% and NPC1 prom act -5%.
Screening CC(C)OC(=O)Cn1nnc2c(cnn2-c2ccccc2)c1=O returned FLuc modulator 17µM*, MLL CXXC-DNA inh 4%, VP16 counter -11%, Rab9 promoter act 18%, p53 reactivator inconclusive, BRCA1 expr act 94%, uPA surface inh 12%, RORg inh -26%, ELG1 genotox 14%, MBNL1-CUG inh inconclusive and NPC1 prom act 17%.
Screening Cc1ccc(N2C(SCC(=O)O)=NC(=Nc3cccc(C)c3)C23CCCC3)cc1 returned FLuc modulator -16%, MLL CXXC-DNA inh 21%, VP16 counter 7%, Rab9 promoter act 0%, p53 reactivator 11%, BRCA1 expr act 0%, uPA surface inh -1%, RORg inh 2%, ELG1 genotox -6%, MBNL1-CUG inh -4% and NPC1 prom act 0%.
COc1ccc(-c2oc(=O)c3cc(OC)c(OC)cc3c2/C=C/c2cccc([N+](=O)[O-])c2)cc1 was read as FLuc modulator -1%, Rab9 promoter act -10%, p53 reactivator 2%, BRCA1 expr act 0%, uPA surface inh 9%, ELG1 genotox 1% and NPC1 prom act -2%.
Screening O=C(NCCc1ccccc1)C1CCN(S(=O)(=O)N2CCCC2)CC1 returned FLuc modulator 1%, MLL CXXC-DNA inh -9%, VP16 counter 22%, Rab9 promoter act -2%, p53 reactivator 1%, BRCA1 expr act 6%, uPA surface inh 2%, RORg inh 12%, ELG1 genotox 1%, MBNL1-CUG inh -1% and NPC1 prom act 5%.
Cc1ccc(NC(=O)CSc2nnc(-c3ccncc3)n2N)cc1C was read as FLuc modulator -11%, MLL CXXC-DNA inh 1%, VP16 counter -5%, Rab9 promoter act 4%, p53 reactivator -2%, BRCA1 expr act 7%, uPA surface inh 2%, RORg inh 17%, ELG1 genotox 1%, MBNL1-CUG inh 2% and NPC1 prom act -1%.
For COCCCNC(=S)N1CCN(C)CC1 the results were FLuc modulator -1%, MLL CXXC-DNA inh 21%, VP16 counter 4%, Rab9 promoter act 1%, p53 reactivator -3%, BRCA1 expr act 8%, uPA surface inh -2%, RORg inh 8%, ELG1 genotox 4%, MBNL1-CUG inh -9% and NPC1 prom act -6%.
O=C(CN1CCCCCCC1)N/N=C/c1ccccc1F was read as FLuc modulator 1%, MLL CXXC-DNA inh -1%, VP16 counter -18%, Rab9 promoter act -1%, p53 reactivator 18%, BRCA1 expr act 18%, uPA surface inh -1%, RORg inh -2%, ELG1 genotox 1%, MBNL1-CUG inh -10% and NPC1 prom act -1%.
COC(=O)C1=C(C)NC(=O)/C1=C\c1cccs1 was read as FLuc modulator inconclusive, MLL CXXC-DNA inh 4%, VP16 counter 22%, Rab9 promoter act 4%, p53 reactivator 5%, BRCA1 expr act -65%, uPA surface inh -1%, RORg inh -3%, ELG1 genotox 14%, MBNL1-CUG inh 20% and NPC1 prom act 0%.
For CC(=O)c1ccc(N2CCN(S(=O)(=O)c3cc4[nH]c(=O)c(=O)[nH]c4cc3C)CC2)cc1 the results were FLuc modulator -14%&-15%, VP16 counter inconclusive, Rab9 promoter act 7%, p53 reactivator 15%, BRCA1 expr act 88%, uPA surface inh -1%, RORg inh 7%, ELG1 genotox -4%, MBNL1-CUG inh 2% and NPC1 prom act 14%.
Nc1nc(-c2cccs2)cs1 was read as FLuc modulator inconclusive, MLL CXXC-DNA inh 5%, VP16 counter inconclusive, Rab9 promoter act 28%, p53 reactivator 9%, BRCA1 expr act 77%, uPA surface inh -2%, RORg inh 34%, ELG1 genotox 4%, MBNL1-CUG inh 12% and NPC1 prom act inconclusive.
O=C(NCc1cccnc1)c1cccc2c1C(=O)N(C1CCCCC1)C2 was read as FLuc modulator 3%, MLL CXXC-DNA inh -3%, VP16 counter 20%, Rab9 promoter act -1%, p53 reactivator -17%, BRCA1 expr act -31%, uPA surface inh -7%, RORg inh -4%, ELG1 genotox -2%, MBNL1-CUG inh 0% and NPC1 prom act -2%.
For CCOc1ccccc1CN1CCN(Cc2ccc3cc(F)ccc3n2)CC1CCO (stereo not drawn) the results were FLuc modulator 1%, MLL CXXC-DNA inh 0%, VP16 counter -4%, Rab9 promoter act -1%, BRCA1 expr act -16%, uPA surface inh 0%, RORg inh 1%, ELG1 genotox -6%, MBNL1-CUG inh 3% and NPC1 prom act -1%.
